# FBW7 act – human FBW7 E3 ligase activation, primary screen | 650,000 tested, 0.13% active | normalized activity (activation), % at 26.1 µM | AlphaScreen FBW7–phospho-cyclin E peptide binding, activator screen | Q969H0; in the data active = normalized activity above about 1.9%;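 note: purified mutant Fbw7 with reduced substrate affinity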
# Target sequence (Q969H0 whole entry, looked up): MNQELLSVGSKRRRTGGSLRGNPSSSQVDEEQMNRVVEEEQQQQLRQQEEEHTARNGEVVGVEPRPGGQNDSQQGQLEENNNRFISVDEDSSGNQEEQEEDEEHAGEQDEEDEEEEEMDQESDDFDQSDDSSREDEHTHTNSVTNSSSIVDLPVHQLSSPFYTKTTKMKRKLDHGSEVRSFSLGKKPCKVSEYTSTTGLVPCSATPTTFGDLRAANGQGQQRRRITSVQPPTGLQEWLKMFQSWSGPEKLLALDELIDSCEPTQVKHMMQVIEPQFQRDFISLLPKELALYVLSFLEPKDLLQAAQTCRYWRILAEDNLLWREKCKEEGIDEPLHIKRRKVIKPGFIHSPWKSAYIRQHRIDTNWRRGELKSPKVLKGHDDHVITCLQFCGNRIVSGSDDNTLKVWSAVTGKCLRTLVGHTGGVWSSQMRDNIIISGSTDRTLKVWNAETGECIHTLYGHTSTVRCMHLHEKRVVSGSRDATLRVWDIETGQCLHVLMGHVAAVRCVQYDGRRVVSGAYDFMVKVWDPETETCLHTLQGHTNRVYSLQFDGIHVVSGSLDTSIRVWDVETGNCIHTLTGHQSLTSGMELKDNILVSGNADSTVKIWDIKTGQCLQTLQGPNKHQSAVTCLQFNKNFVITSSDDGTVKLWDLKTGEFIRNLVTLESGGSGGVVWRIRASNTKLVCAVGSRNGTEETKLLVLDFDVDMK
# TEAD-YAP inh – TEAD-YAP interaction inhibition; inhibition, % at 9.12 µM; 640,000 tested, 1.4% active; AID 1259422; HEK-TIYL cells, TEAD-Gal4/YAP UAS-luciferase luminescence; in the data active = inhibition above about 32%;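 note: 0% = median of test compound wells and 100% = reference inhibitor wells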
# MITF primary – blocks human microphthalmia-associated transcription factor | AlphaScreen MITF homodimerization, bead proximity signal | inhibition, % at 2.6 µM | 650,000 tested, 0.91% active | AID 1259374; in the data active = inhibition above about 50%;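 note: 0% = vehicle wells with protein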
# GPR151 ag – activators of human GPR151; PathHunter beta-arrestin GPR151 cells, luminescence; 650,000 tested, 1% active; activation, % at 11.2 µM; AID 1508602; in the data active = activation above about 4.9%;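 note: 0% = median of compound wells and 100% = cells with positive control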
# Target sequence (Q8TDV0 whole entry, looked up): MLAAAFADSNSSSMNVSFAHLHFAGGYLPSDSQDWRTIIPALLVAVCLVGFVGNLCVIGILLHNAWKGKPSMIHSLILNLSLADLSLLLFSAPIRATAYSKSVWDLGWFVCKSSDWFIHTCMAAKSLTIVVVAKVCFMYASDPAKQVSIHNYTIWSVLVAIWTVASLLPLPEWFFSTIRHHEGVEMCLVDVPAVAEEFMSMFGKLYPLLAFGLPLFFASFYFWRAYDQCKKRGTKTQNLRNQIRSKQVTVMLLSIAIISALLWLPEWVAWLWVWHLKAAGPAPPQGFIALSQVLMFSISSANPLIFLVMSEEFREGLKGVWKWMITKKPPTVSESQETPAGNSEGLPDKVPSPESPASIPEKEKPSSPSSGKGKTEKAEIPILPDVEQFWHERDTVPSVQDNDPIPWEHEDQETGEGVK
# * hit, by the source's call; & = joins results of further samples.
SMILES,FBW7 act,TEAD-YAP inh,MITF primary,GPR151 ag
CCC1CCCCN1C(=O)c1ccc(Cl)cc1[N+](=O)[O-] (stereo not given),0.1,2,10,-0.4
CCC(NS(=O)(=O)c1ccc(OC)cc1)C12CC3CC(CC(C3)C1)C2 (stereo not given),0.3,-5,9,1.2
C#CCOc1ccc2c(c1)c(C(=O)OCC)c(C)n2CC,-0.1,3,-16,1.5
CCOC(=O)C1=C(C)NC2=C(C(=O)CC(c3cccc(OC)c3)C2)C1c1ccccn1 (stereo not given),0.0,0,-3,0.8
COc1cccc(-c2cnn3c(N4CCC[C@H]4CO)ccnc23)c1,0.0,59*,3,-1.2
O=C1OC(c2ccc3c(c2)OCO3)=N/C1=C\c1ccc(Cl)cc1,-0.1,14,5,3.7
COc1ccc(COCC(O)CN2CCC(Cc3ccccc3)CC2)cc1OC (stereo not given),0.0,4,-3,-0.5
Cc1ccccc1N(C)S(=O)(=O)c1ccc2[nH]cc(C(=O)NC3CCCCCC3)c(=O)c2c1,-0.6,-41,6,-0.6
CCOc1cc(C=O)ccc1OS(=O)(=O)c1ccc2ccccc2c1,0.1,2,13,-0.8
COc1ccccc1NC(=O)CSc1nc2c(cc1C#N)CCCCC2,0.0,-7,0,1.5
O=C(c1ccc(F)cc1)n1nc(-c2cccnc2)nc1NCc1cccs1,1.1,-18,7,1.6
COc1ccc(CN(CC2CCC(C(=O)O)CC2)C(=S)Nc2ccc(C)c(Cl)c2)cc1 (stereo not given),-0.2,-4,25,0.0
COC(=O)c1sc(N)c(C(=O)OC)c1COC(=O)CCC(=O)c1cccs1,0.0,3,7,1.2
CCCCc1nnc2n1N=C(c1ccc([N+](=O)[O-])cc1)CS2,0.0,5,-14,-0.3
COc1ccc(C(C(=O)NN(C(=O)c2ccccc2OC)c2ccccc2)(c2ccccc2)c2ccccc2)cc1,-0.1,3,-2,0.9
NC(=O)C1CCN(C(=O)c2n[nH]c(=O)c3ccccc23)CC1,-0.1,0,-3,-0.4
COc1ccc(/C=C2\C=C(c3ccccc3)N(c3cccc(Br)c3)C2=O)cc1,-0.2,-13,4,-0.3
COc1cc(/C=C2\SC(=S)NC2=O)cc(Br)c1O,0.2&-0.1,-2&3,14&3,0.3&-0.1
O=C(Nc1ccc2c(c1)OCO2)c1csnn1,0.1,-29,-24,-2.5
O=C(Cn1nnc(-c2cc(Cl)ccc2-n2cnnn2)n1)N1CCCc2ccccc21,-0.1,10,0,0.8
COc1ccc(S(=O)(=O)NC2CC2)cc1Br,0.0,-5,23,0.7
CCc1ccc(NC(=O)C(=O)NNC(=O)C(C)Oc2ccc(Cl)cc2Cl)cc1 (stereo not given),0.1,9,11,-0.4
COc1cccc(C2=CC(c3ccc(F)c(Br)c3)n3ncnc3N2)c1 (stereo not given),0.0,0,-12,-0.9
c1cncc(OCCNc2nc3nonc3nc2N2CCCCC2)c1,-0.1,3,6,-1.6
CCCCNC(=O)COc1cc(=O)n(CC)c2ccccc12,0.0,1,-5,0.0
CC(Sc1nccn1C)C(=O)NC(c1ccccc1)c1ccccc1 (stereo not given),-0.1,-1,-18,0.0
O=C(CCn1c(=O)oc2ccccc21)NCc1ccc(F)cc1,-0.1,1,7,-0.4
O=C(CSc1ccc2nnc(-c3cccnc3)n2n1)Nc1ccccc1C(F)(F)F,0.9,2,2,-0.7
Cc1[nH]n(-c2ccccc2)c(=O)c1C1(C(F)(F)F)C(=O)Nc2c1c(=O)n(C)c(=O)n2C (stereo not given),-0.1,-5,-11,0.7
COc1cccc(-c2ocnc2C(=O)Nc2ccc3nc(C)ccc3c2)c1,0.0,-14,24,-0.8
Cc1ccc(N=C2C(=O)Nc3ccccc32)cc1I,0.1,3,14,-0.3
COc1ccc(N2CCN(c3ncnc4sc(C(=O)Nc5ccc(F)cc5F)c(C)c34)CC2)cc1,0.2,-19,-171,-0.6
O=C(N/N=C/c1ccccc1Cl)c1cc(Br)ccc1O,-0.1,-40,-3,-0.6
CC(Oc1ccccc1F)C(=O)N1CCN(c2ccc(-c3cccs3)nn2)CC1 (stereo not given),0.3,-5,-13,0.6
Cc1sc2nc(C3CCCN(C(=O)Cc4ccc(F)cc4)C3)[nH]c(=O)c2c1C (stereo not given),0.1,-6,4,-0.4
Cc1ccsc1/C=N/n1c(C)cc(C)c(C#N)c1=O,-0.2,-8,14,0.1
CC1(C)CC(=O)C2=C(C1)N=C1SCCC(=O)N1C2c1ccccc1 (stereo not given),0.4,-7,15,0.9
CCC(C)(C)C1CCc2c(sc3nc(C)n(O)c(=O)c23)C1 (stereo not given),0.2,-16,4,-0.4
O=C(O)C1CC=CCC1C(=O)OCC(Cl)=C(Cl)Cl (stereo not given),-0.1,1,-3,2.2
C=CCSC1=C(C#N)C(c2cccc(O)c2)CC(=O)N1 (stereo not given),-0.4,-1,4,4.4
CN(C)c1ccc2sc(SCC(=O)Nc3ccccc3)nc2c1,-0.3,-21,10,-5.4
O=C1[C@@H]2C[C@@H](O)CN2C(=O)[C@H]2CN(Cc3cccc(Cl)c3)CCN12,1.1,8,11,-1.2
CCC1CCCCN1C(=O)C12CC3CC(CC(C3)C1)C2 (stereo not given),-0.1,-2,-13,1.0
COc1ccc2c(=O)c3c(oc2c1)C(=O)N(CCCN(C)C)C3c1ccccn1 (stereo not given),-1.1,-6,8,-0.7
CC1CN(c2ncnc3c2c(-c2ccccc2)cn3-c2ccc(Cl)cc2)CC(C)O1 (stereo not given),0.0,-2,9,3.1
C/C(=N\NC(=O)c1ccccc1)c1ccc(NS(C)(=O)=O)cc1,0.0,-60,-5,0.2
O=C(NCCCc1ccccc1)C1CC12CCN(C1CCOCC1)CC2 (stereo not given),0.0,14,5,1.5
O=C(Nc1ccccc1Br)/C(=C\c1ccc([N+](=O)[O-])cc1)NC(=O)c1ccccc1Br,-0.1,-1,9,-0.2

# 7 compounds from above, showing only TEAD-YAP inh, GPR151 ag and FBW7 act.
compound | TEAD-YAP inh | GPR151 ag | FBW7 act
C=CCSC1=C(C#N)C(c2cccc(O)c2)CC(=O)N1 (stereo not given) | -1 | 4.4 | -0.4
CN(C)c1ccc2sc(SCC(=O)Nc3ccccc3)nc2c1 | -21 | -5.4 | -0.3
O=C1[C@@H]2C[C@@H](O)CN2C(=O)[C@H]2CN(Cc3cccc(Cl)c3)CCN12 | 8 | -1.2 | 1.1
CCC1CCCCN1C(=O)C12CC3CC(CC(C3)C1)C2 (stereo not given) | -2 | 1.0 | -0.1
COc1ccc2c(=O)c3c(oc2c1)C(=O)N(CCCN(C)C)C3c1ccccn1 (stereo not given) | -6 | -0.7 | -1.1
CC1CN(c2ncnc3c2c(-c2ccccc2)cn3-c2ccc(Cl)cc2)CC(C)O1 (stereo not given) | -2 | 3.1 | 0.0
C/C(=N\NC(=O)c1ccccc1)c1ccc(NS(C)(=O)=O)cc1 | -60 | 0.2 | 0.0

# Going on with the list.
SMILES,FBW7 act,TEAD-YAP inh,MITF primary,GPR151 ag
COc1ccccc1C(=O)Nc1nnc(SCC(N)=O)s1,-0.2,-52,3,1.3
CC(C)CNC(=O)c1cc(CC(C)C)on1,0.1,-45,-17,-0.6
O=C(NCc1ccccn1)C(=O)NCC1OCCN1C(=O)c1ccc2c(c1)OCO2 (stereo not given),1.4,7,8,-1.0
Nc1nc(NC2CCN(Cc3ccccc3)CC2)cc(N2CCN(c3ccccn3)CC2)n1,-0.1,7,11,1.4
O=C(c1ccc(N2C(=O)C3C4C=CC(C4)C3C2=O)cc1)N1CCCCC1 (stereo not given),0.8,-1,4,-1.3
CN(C)C(CNC(=S)Nc1ccc(Cl)cc1)c1cccnc1 (stereo not given),-0.1,-2,13,-1.0
Cc1sc(NC(=O)Nc2ccc(Cl)c(Cl)c2)c(C(N)=O)c1C,-0.2,-13,-7,0.3
Cc1ccc(SCCC(=O)Nc2ccc(S(=O)(=O)N3CCCCC3)cc2)cc1,-0.1,3,18,-1.6
CC(=O)Nc1cccc(-c2cn3ccc(C)cc3n2)c1,0.9,-45,21,-5.6
COc1ccc(CCNC(=O)COc2ccc(Cl)cc2Cl)cc1,-0.1,3,-6,-1.0
COc1cccc2cc(C(=O)Oc3ccccc3Cl)c(=O)oc12,0.1,5,7,2.6
O=C(NC1CCCC1)C(NS(=O)(=O)c1ccc(Br)s1)c1ccccc1 (stereo not given),-0.1,9,12,1.0

# Structures from the list above that have bromine:
SMILES,FBW7 act,TEAD-YAP inh,MITF primary,GPR151 ag
COc1ccc(/C=C2\C=C(c3ccccc3)N(c3cccc(Br)c3)C2=O)cc1,-0.2,-13,4,-0.3
COc1cc(/C=C2\SC(=S)NC2=O)cc(Br)c1O,0.2&-0.1,-2&3,14&3,0.3&-0.1
COc1ccc(S(=O)(=O)NC2CC2)cc1Br,0.0,-5,23,0.7
COc1cccc(C2=CC(c3ccc(F)c(Br)c3)n3ncnc3N2)c1 (stereo not given),0.0,0,-12,-0.9
O=C(N/N=C/c1ccccc1Cl)c1cc(Br)ccc1O,-0.1,-40,-3,-0.6
O=C(Nc1ccccc1Br)/C(=C\c1ccc([N+](=O)[O-])cc1)NC(=O)c1ccccc1Br,-0.1,-1,9,-0.2
O=C(NC1CCCC1)C(NS(=O)(=O)c1ccc(Br)s1)c1ccccc1 (stereo not given),-0.1,9,12,1.0

# Other results
SMILES,FBW7 act,TEAD-YAP inh,MITF primary,GPR151 ag
COc1cccc(C2C(C#N)=C(N)Oc3n[nH]c(-c4ccc5c(c4)OCO5)c32)c1OC (stereo not given),0.1,-1,8,-0.8
O=C(CN1C(=O)CSC1=O)N1CCN(c2ccccc2)CC1,0.2,-9,8,0.4
O=C(CSc1ncnc2sc3c(c12)CCC3)c1ccc(F)cc1,0.2,-6,10,-0.6
CC(Oc1cccc(Cl)c1)C(=O)Nc1ncccn1 (stereo not given),0.0,0,11,3.6
CCN1CCN(Cc2nnnn2CCc2ccc(OC)c(OC)c2)CC1,-0.1,-4,1,-1.3
CCOC(=O)Nc1sc(NS(=O)(=O)c2ccccc2)nc1C,-0.1,5,11,0.5
OC(CNCc1ccco1)COc1ccc(OCC(O)CNCc2ccco2)cc1 (stereo not given),-0.1,12,-12,-0.5
CC(C)(C)c1ccc(C(=O)Nc2nnc(-c3ccc(F)cc3)s2)cc1,-0.1,-1,-15,0.9
Cc1cc(C)n(CCNC(=O)Cn2c3c(c4ccccc42)CCC3)n1,-0.1,6,23,-1.3
CCCC1CC(C)(c2csc(NCCNc3nc(C4(C)CC(CCC)C(=O)O4)cs3)n2)OC1=O (stereo not given),0.0,-3,-7,0.5
Cc1cc(NC(=O)Cn2nnc(-c3ccccc3NC(=O)c3ccccc3F)n2)no1,0.1,-3,6,-0.8
Cc1ccc(C(=O)N/C(=C/c2ccco2)C(=O)NCCO)cc1,-0.1,4,-9,0.1
O=C(CCl)Nc1ccc([N+](=O)[O-])cc1,0.0,15,7,1.4
O=C(O)CNS(=O)(=O)c1ccc(Cl)c([N+](=O)[O-])c1,0.0,0,1,1.9
O=C1c2ccccc2NC(c2ccccn2)N1c1ccc(Cl)cc1 (stereo not given),0.0,-18,4,-1.7
CCCCNc1nc2ccccc2n1CC(=O)N1CCc2ccccc2C1,0.0,-8,2,-0.3
O=[N+]([O-])c1cc(Br)c2nsnc2c1N1CCOCC1,-0.7,-2,13,-2.0
CCCCCn1c(N(C)Cc2ccccc2)nc2c1c(=O)[nH]c(=O)n2C,0.0,-6,-7,1.7
O=C1C=C(Nc2cccc(C(=O)O)c2)c2ccccc2C1=O,-0.2,2,3,1.1
CCOc1ccccc1NC(=O)C(=O)N/N=C/c1cccc(Br)c1,-0.1,-4,5,-0.4
O=C(NCCN1CCOCC1)c1cnc(-c2csc3ccccc23)s1,0.2,4,13,0.9
CC(=O)N1CCC(n2nnc3ccccc3c2=O)CC1,0.0,0,6,-0.7
CC1=CC(=O)C=C/C1=N/OC(=O)c1ccccc1,-0.1,-22,-1,-0.4
CCOc1ccc(C(=O)NC2(c3ccc(F)cc3)CCCC2)o1,0.0,-4,2,-1.1
c1ccc2[nH]c(CNc3ncnc4nc(Nc5ccc(-n6ccnc6)cc5)[nH]c34)nc2c1,-0.2,-10,8,-0.2
CC(NC(=O)c1cccc(Br)c1)c1ccc(S(N)(=O)=O)cc1 (stereo not given),0.0,-12,18,1.1
O=C(CN=C1NS(=O)(=O)c2ccccc21)OCc1cc(=O)oc2ccc3ccccc3c12,0.0,2,7,2.5
Cc1ccnc(NC(=O)CCC(=O)N(CC(=O)NCCc2ccccc2)Cc2ccco2)c1,-0.1,-1,2,-0.4
CCOC(=O)N1CCc2c(sc(NC(=O)c3cc4ccccc4oc3=O)c2C(N)=O)C1,0.1,-2,-1,-1.3
Cc1c(C)n(Cc2ccc(C(F)(F)F)cc2)c2ccc([N+](=O)[O-])cc12,0.3,-3,7,-1.9
CCOC(=O)Nc1ccc2c(c1)N(C(=O)N1CCN(C)CC1)c1ccccc1CC2,-0.1,2,12,-0.4
O=C(NCc1ccco1)c1ccc2c(=O)n(CCC3=CCCCC3)c(=O)[nH]c2c1,-0.2,2,-1,-0.3
COc1ccc(CNc2ncnc3c2c(-c2ccccc2)cn3-c2cccc(Cl)c2)cc1,-0.2,-18,8,0.1
CC(C)c1nccn1CCC(=O)N1CCC(c2ccncc2)CC1,0.0,-1,-4,1.3
COc1ccc(Br)cc1CN1CCN(c2ccccn2)CC1,-0.1,-3,27,-0.4
Cc1cc(C)n(C(=O)/C=C/c2cccc([N+](=O)[O-])c2)n1,0.0,-11,-2,0.8
Nc1ccc(C(=O)Nc2ccc(NC(=O)c3ccc(N)cc3)cc2)cc1,0.0,1,4,0.7
O=C(COc1ccc([N+](=O)[O-])cc1)Nc1ccc(Cl)cc1C(F)(F)F,0.5,-12,5,2.0
CCOc1ccccc1/C=C1\C(=O)N(CCOC)C(C)=C1C(=O)OC,0.1,-1,13,-0.6
Cn1nccc1Nc1nc(N)c2ncn(-c3ccccc3)c2n1,0.0,-3,12,-1.2
N#Cc1c(NC(=O)CC2Sc3ccccc3NC2=O)sc2c1CCCC2 (stereo not given),0.4,-1,19,-0.8
